# Source: PubChem
# Scp-1 inhibitor – Scp-1 phosphatase inhibitors, primary screen, biochemical, colorimetric, uHTS; Carboxy-terminal domain RNA polymerase II polypeptide A small phosphatase 1 (Homo …; Recombinant Scp1, phosphopeptide, malachite green phosphate absorbance; inhibition, % at 20 µM; 0.88% of 340,000 active;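 active = inhibition above about 50% at 20 µM, limit read from the data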;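 also: plate controls were DMSO wells with enzyme for no effect and wells lacking enzyme for full effect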
#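 Test system: SCP-1 catalytic domain; Buffer or medium: Acidic Tris acetate buffer with magnesium and detergent; Also added: Phosphorylated 17-residue peptide substrate; Compound: single 20 µM dose, 1% DMSO; Schedule: enzyme reaction 45 min at room temperature, colour 5 min, stabilisation 30 min; Signal: Phosphate-binding colour reagent, absorbance read at 630 nm.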
# SUMO1-SIM PPI – modulators of SUMO1 protein-protein interactions, primary screen, biochemical, uHTS. Small ubiquitin-related modifier 1 (Homo sapiens), P63165. SUMO1 binding to a labelled peptide, TR-FRET, 1 h. inhibition, % at 20 µM. 0.33% of 360,000 active. AID 602429, 2012; in the data active = inhibition above about 37%
# MsrA inhibitor – bovine MsrA enzyme inhibitors, primary screen, biochemical, absorbance, HTS. Methionine sulfoxide reductase A (Bos taurus). inhibition, % at 15.5 µM. 0.75% of 360,000 active. purified bovine MsrA, absorbance read-out. AID 651718, 2012; in the data active = inhibition above about 4.5%;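 also: 0% = vehicle wells with enzyme and 100% = reference inhibitor wells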
# CSN inh – inhibitors of CSN-mediated cullin deneddylation, primary screen, biochemical, fluorescence polarization, uHTS; 0.38% of 360,000 active; Purified CSN, SCF-Nedd8-OG deneddylation; AID 651999, 2013; inhibition, % at 12.5 µM; COP9 signalosome complex subunit 5 (Homo sapiens), Q92905;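 active = pattern-corrected inhibition above about 35%, with an unprinted fluorescence ratio check between 0.5 and 1.5, limit read from the data, passing the limit was not always enough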;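 also: 0% = enzyme with substrate and 100% = substrate without enzyme; some results filed as inactive read as strong as hits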
#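 Assay system: HEK293T-derived human Csn5 enzyme; quantity: 0.24 nM enzyme; medium: Tris/NaCl/DTT buffer, pH 7.5; also added: substrate SCFSkp2-Nedd8OG, 10 nM; doses: 12.5 µM compound; schedule: 90 min reaction at room temperature; signal: FP; read-out: % inhibition of substrate cleavage by Csn5; benchmarks: substrate-only high control, full reaction low control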
# LMPTP inh – LMPTP phosphatase inhibitors, primary screen, biochemical, fluorescence intensity, uHTS | recombinant LMPTP-A, OMFP fluorogenic substrate | 0.22% of 360,000 active | inhibition, % at 20 µM | Low molecular weight phosphotyrosine protein phosphatase (Homo sapiens), P24666 | AID 651560, 2012;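 active = compounds that cut the enzyme signal by at least half of the control window in the single-dose screen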;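 also: plate controls were DMSO wells with enzyme plus substrate for no effect and substrate without enzyme for full effect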
#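 Assay system: LMPTP-A phosphatase enzyme | Input: 0.625 nM enzyme | Also added: Fluorogenic phosphatase substrate OMFP at 400 µM final | Compound dosing: One test concentration per compound, 20 µM, with 3% DMSO overall | Schedule: 50 min enzyme reaction at room temperature, protected from light | Signal: Fluorescence intensity | Benchmarks: no-enzyme and uninhibited controls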
# NadD inh – inhibitors of S. aureus NadD, primary screen, biochemical, colorimetric, uHTS | purified NadD enzyme, colorimetric absorbance read-out | inhibition, % at 20 µM | 0.78% of 360,000 active; in the data active = inhibition above about 26%; also: some compounds past the cut are filed as inactive
# DNMT1 inh – human DNMT1 methyltransferase inhibitors, primary screen, biochemical, molecular beacon, fluorescence, HinP1I cleavage, uHTS; DNA (cytosine-5)-methyltransferase 1 (Homo sapiens), P26358; inhibition (reported as % activation of signal), % at 10 µM; 0.83% of 360,000 active; AID 588458, 2011; in the data active = inhibition above about 50%
# Target sequence (P26358 504-1616 limits assumed): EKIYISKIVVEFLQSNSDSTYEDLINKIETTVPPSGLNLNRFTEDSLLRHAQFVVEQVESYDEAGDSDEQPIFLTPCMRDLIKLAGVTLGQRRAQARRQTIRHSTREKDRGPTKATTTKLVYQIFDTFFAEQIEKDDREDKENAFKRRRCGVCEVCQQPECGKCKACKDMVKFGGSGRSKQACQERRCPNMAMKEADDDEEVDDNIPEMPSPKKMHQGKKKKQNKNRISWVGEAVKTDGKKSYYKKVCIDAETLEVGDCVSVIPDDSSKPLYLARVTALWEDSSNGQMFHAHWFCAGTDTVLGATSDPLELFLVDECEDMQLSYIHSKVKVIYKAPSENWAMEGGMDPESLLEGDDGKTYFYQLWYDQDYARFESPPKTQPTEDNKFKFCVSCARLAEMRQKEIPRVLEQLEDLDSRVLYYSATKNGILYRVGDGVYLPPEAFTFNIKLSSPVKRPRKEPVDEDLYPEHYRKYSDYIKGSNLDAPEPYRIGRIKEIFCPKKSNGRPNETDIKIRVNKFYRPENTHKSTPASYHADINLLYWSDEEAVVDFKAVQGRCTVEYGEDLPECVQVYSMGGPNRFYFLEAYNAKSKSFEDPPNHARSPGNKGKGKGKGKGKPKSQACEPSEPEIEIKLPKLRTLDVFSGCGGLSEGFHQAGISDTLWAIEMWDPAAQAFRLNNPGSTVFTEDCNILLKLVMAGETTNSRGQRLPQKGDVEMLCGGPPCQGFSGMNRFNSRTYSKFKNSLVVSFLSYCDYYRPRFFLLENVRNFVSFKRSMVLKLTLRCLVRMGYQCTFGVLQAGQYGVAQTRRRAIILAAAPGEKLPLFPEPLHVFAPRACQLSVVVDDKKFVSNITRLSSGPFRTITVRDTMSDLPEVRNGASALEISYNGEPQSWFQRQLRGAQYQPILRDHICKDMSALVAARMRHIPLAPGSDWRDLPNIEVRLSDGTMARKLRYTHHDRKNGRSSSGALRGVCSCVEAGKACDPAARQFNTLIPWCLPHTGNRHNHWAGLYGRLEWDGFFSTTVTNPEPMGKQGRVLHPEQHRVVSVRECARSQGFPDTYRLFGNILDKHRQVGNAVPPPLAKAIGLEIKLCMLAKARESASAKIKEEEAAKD
# Tb MetRS inh – T. brucei MetRS inhibitors, primary screen, biochemical, luminescence; 0.4% of 360,000 active; AID 624268, 2012; purified T. brucei MetRS, ATP depletion, Kinase-Glo luminescence; inhibition, % at 11.9 µM;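 active = inhibition above a per-plate cutoff of the control wells' mean inhibition plus 3 SD, cut at about 5.5% in these data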;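 also: 0% = DMSO wells median and 100% = median of wells with control inhibitor compound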
#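 Test system – parasite MetRS enzyme · Reagent – substrates ATP, L-methionine and bulk Escherichia coli tRNA · Doses – 11.9 µM compound single dose, 0.9% DMSO · Times – 15 min enzyme-compound preincubation, 2 h reaction, 10 min detection, 25 °C · Signal – Kinase-Glo luminescence, ATP depletion format · Controls – DMSO-only wells as low control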
# STEP block – STEP phosphatase inhibitors, primary screen, biochemical, fluorescence intensity, uHTS; inhibition, % at 20 µM; recombinant STEP, OMFP fluorogenic substrate; Tyrosine-protein phosphatase non-receptor type 5 (Homo sapiens), P54829; 0.25% of 360,000 active; AID 588621, 2011;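 active = inhibition at 20 µM, scaled per plate between control wells, above about 37%, limit read from the data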;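 also: 0% = DMSO with enzyme and substrate and 100% = substrate only without enzyme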
#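 System: STEP (striatal-enriched tyrosine phosphatase) enzyme, cell-free; medium: Bis-Tris pH 6.0 buffer with DTT, detergent; dosing: 20 µM, 1% DMSO; times: reaction 20 min, ambient temperature; detection: fluorescence, 480/540 nm; read-out basis: normalized % inhibition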
# Rpn11 inh – Rpn11 (PSMD14) deubiquitinase inhibitors, primary screen, biochemical, fluorescence polarization, uHTS; 26S proteasome non-ATPase regulatory subunit 14 (Homo sapiens), O00487; human 26S proteasome, Ub4-pepOG fluorescence polarization; 20S core pre-blocked with epoxomicin; calls only at 20 µM; 0.59% of 360,000 active; AID 588493, 2011;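 active = inhibition at 20 µM, scaled to each plate's controls, above about 33%, limit read from the data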
# Numbers without * were called inactive; i = inactive; · = not tested or not shown.
SMILES,Scp-1 inhibitor,SUMO1-SIM PPI,MsrA inhibitor,CSN inh,LMPTP inh,NadD inh,DNMT1 inh,Tb MetRS inh,STEP block,Rpn11 inh
Oc1ccccc1C=NNC(=S)NC1CC2C=CC1C2 (centres undefined),·,-5,2.0,8,3.0,-5,-1,-0.1,-4,i
COc1ccc(-c2nn(-c3ccccc3)cc2C(=O)N2c3ccc(C)cc3C3CN(C)CCC32)cc1 (centres undefined),3,0,3.6,1,-0.5,-1,-17,-0.4,-3,i
O=C(c1c[nH]c2ccccc12)C(Cl)c1ccccc1 (centres undefined),-17,2,2.3,4,0.0,-11,0,25*,-3,i
O=C(O)c1cccc(NC(=S)NC(=O)C(c2ccccc2)c2ccccc2)c1,-5,7,0.5,3,1.2,3,-2,-0.7,2,i
COc1ccc(-c2nnc(SCc3ccc(C(=O)O)cc3)n2C)cc1OC,-2,6,-1.4,0,-1.7,1,9,-0.3,-2,i
CC(C)C[C@@H](CNCC(=O)[C@H](C)NC(=O)c1[nH]cnc1C(=O)N[C@@H](C)CN)NC(=O)c1nc[nH]c1C(=O)N[C@@H](CO)C(=O)O,4,7,-0.3,4,-3.8,1,1,-0.5,-4,i
COc1ccc(O)c(-c2cc(-c3ccccc3[N+](=O)[O-])[nH]n2)c1,-2,-5,0.1,-10,-1.2,1,86*,-1.0,0,i
CCn1c(SCC(=O)NCc2ccco2)nnc1-c1cccs1,26,10,1.3,4,-0.4,-3,3,0.2,11,i
CC1=C(C(=O)N(C(C)C)C(C)C)CC(CC(=O)NCc2ccco2)C(=O)N1Cc1ccc(F)cc1 (centres undefined),·,1,1.5,-5,-1.2,-6,-4,-0.7,-2,i
Cn1c(=O)c2c(SCC(=O)N3CCCC3)nc(-c3ccccc3)nc2n(C)c1=O,-7,-8,·,-2,-0.5,2,0,-0.2,2,i
O=C(CCCc1c[nH]c2ccccc12)N1CCOCC1,-6,-3,0.2,-4,-0.1,4,-2,-0.4,-2,i
COC(=O)CC1=NN(c2nc3ccccc3s2)C(=O)/C1=C/N(C)C,3,0,-0.8,3,-0.8,-4,0,-0.7,-2,i
Cc1ccc(C2OCC3(CO)COC(c4ccc(C)cc4)N23)cc1 (centres undefined),-1,3,0.5,3,-1.0,-6,1,-0.6,-5,i
CC(C)c1nnc(NC(=O)c2nc(S(=O)(=O)Cc3ccc(F)cc3)ncc2Cl)s1,3,1,0.5,-4,0.2,5,4,0.1,0,i
Cc1ccc(NC(=O)[C@@H](NC(=O)c2cccc(S(=O)(=O)N3CCOCC3)c2)C(C)C)cc1C,-4,4,-0.8,-1,-0.4,0,-1,0.1,0,i
COc1ccc(Nc2cc(=O)n(C3CCCCC3)c(=O)[nH]2)c(OC)c1,-6,-2,0.1,0,1.8,-2,-4,0.0,5,i
COC(CNC(=O)c1ccc(CS(=O)(=O)c2ccc(C)cc2)o1)OC,1,1,1.4,0,-1.4,-1,5,0.1,0,i
CSc1c(SCc2ccccc2)cnn(-c2ccccc2)c1=O,-4,-20,1.9,5,0.5,-4,-2,-1.3,1,i
Cc1ccc(S(=O)(=O)N2C(=O)CCC2C(=O)NCc2ccco2)cc1 (centres undefined),-4,-2,-0.6,-5,0.3,-4,-2,-1.2,0,i
Cc1ccc(NC(=O)NC(=O)CSc2nnc(-c3ccc(OC(F)F)cc3)n2N)c(C)c1,-2,0,0.6,1,0.5,6,-4,-0.5,3,i
NC(=O)COc1ccc(-c2noc(COc3ccccc3[N+](=O)[O-])n2)cc1,-6,-4,1.6,7,0.0,-5,-3,0.2,2,i
COc1ccc(C(=O)C2CCCN(C(=O)c3csc(SC)n3)C2)cc1F (centres undefined),·,4,-0.5,-3,-1.2,-1,3,0.1,0,i
O=C(C/C=N\O)Nc1ccc(Oc2ccccc2)cc1,-5,1,-0.6,-8,-1.3,-4,-14,-1.7,1,i
CCN(C(=O)CN1CCOCC1)C1(C)C(=O)c2ccccc2C1=O,-9,-1,-0.2,1,-1.0,1,3,0.3,2,i
CCc1nnc(NC(=O)CSc2ccc(-c3nc4ccc(C)cc4[nH]3)cn2)s1,-8,5,0.9,-2,2.3,18,-4,3.4,-4,i
O=C(O)c1cccc(S(=O)(=O)NCCC(c2ccccc2)c2ccccc2)c1,5,0,0.9,0,-0.8,-3,2,-0.8,-1,i
Cc1ccsc1C(=CCCN1CCC[C@@H](C(=O)O)C1)c1sccc1C,-6,2,0.6,-2,-1.3,0,2,-1.6,-2,i
COc1ccc(C(C)=O)cc1CN1C(=O)NC2(CCCCCCC2)C1=O,-9,1,0.4,-1,0.9,2,-1,1.4,2,i
CCOP(=O)(OCC)c1nc(-c2ccccc2Cl)oc1N1CCOCC1,-3,3,3.5,3,-1.4,-3,-2,0.4,0,i
Cn1nc2c3ccccc3n(Cc3ccc(F)cc3)c2nc1=S,-15,-4,-0.8,4,0.6,7,2,0.4,-2,i
O=C(c1cc(COc2ccc3ncccc3c2)on1)N1CCC(O)CC1,1,-2,-0.5,-10,1.2,-6,-2,-0.5,-3,i
N=C1C(c2nc(-c3ccc(Cl)cc3)cs2)=C(O)CN1CCCN1CCOCC1,1,3,1.0,-6,-5.9,-8,-5,0.1,10,i
CCN(CC)CCOC(=O)C12CC3CC(CC(C3)C1)C2,-2,0,1.1,-2,-0.1,-3,3,-1.1,-1,i
Cc1nc(SC(C)C(=O)NCC2CCCO2)c2cc(-c3ccccc3)sc2n1 (centres undefined),1,-22,0.7,-1,2.9,-1,0,-0.1,1,i
CN(C)/C=C/C(=O)c1ccc(Oc2ncccn2)cc1,-6,21,3.1,1,-1.6,-3,-2,-0.3,3,i
CCOc1c(Cl)cc(C2NC(=O)NC(C)=C2C(=O)NCc2ccccc2)cc1OC (centres undefined),-4,1,0.1,1,-0.4,2,-1,-0.3,8,i
O=C(COC(=O)C1CCN(S(=O)(=O)c2ccccc2)CC1)NC(=O)c1ccc(OC(F)F)cc1,-5,-2,-0.3,-1,-0.8,3,2,0.3,3,i
CCN(CC(=O)NC1CCS(=O)(=O)C1)C(C)C(=O)Nc1ccc(F)cc1 (centres undefined),4,2,0.1,-2,-0.2,6,-24,-0.2,-1,i
Cc1[nH]c2ccccc2c1C(=O)NS(=O)(=O)Nc1ccccc1,-8,3,1.2,-3,-1.6,0,2,0.5,-2,i
CCN(c1ccccc1)S(=O)(=O)c1ccc(Oc2ccc(C(C)=O)cc2OC)nc1,-10,6,0.0,-3,1.7,-6,-5,-0.4,-3,i

# No new results follow: 8 of the compounds above.
SMILES,Scp-1 inhibitor,SUMO1-SIM PPI,MsrA inhibitor,CSN inh,LMPTP inh,NadD inh,DNMT1 inh,Tb MetRS inh,STEP block,Rpn11 inh
CCOP(=O)(OCC)c1nc(-c2ccccc2Cl)oc1N1CCOCC1,-3,3,3.5,3,-1.4,-3,-2,0.4,0,i
Cn1nc2c3ccccc3n(Cc3ccc(F)cc3)c2nc1=S,-15,-4,-0.8,4,0.6,7,2,0.4,-2,i
O=C(c1cc(COc2ccc3ncccc3c2)on1)N1CCC(O)CC1,1,-2,-0.5,-10,1.2,-6,-2,-0.5,-3,i
N=C1C(c2nc(-c3ccc(Cl)cc3)cs2)=C(O)CN1CCCN1CCOCC1,1,3,1.0,-6,-5.9,-8,-5,0.1,10,i
CCN(CC)CCOC(=O)C12CC3CC(CC(C3)C1)C2,-2,0,1.1,-2,-0.1,-3,3,-1.1,-1,i
Cc1nc(SC(C)C(=O)NCC2CCCO2)c2cc(-c3ccccc3)sc2n1 (centres undefined),1,-22,0.7,-1,2.9,-1,0,-0.1,1,i
CN(C)/C=C/C(=O)c1ccc(Oc2ncccn2)cc1,-6,21,3.1,1,-1.6,-3,-2,-0.3,3,i
CCOc1c(Cl)cc(C2NC(=O)NC(C)=C2C(=O)NCc2ccccc2)cc1OC (centres undefined),-4,1,0.1,1,-0.4,2,-1,-0.3,8,i

# (more compounds)
SMILES,Scp-1 inhibitor,SUMO1-SIM PPI,MsrA inhibitor,CSN inh,LMPTP inh,NadD inh,DNMT1 inh,Tb MetRS inh,STEP block,Rpn11 inh
CC(NC(=O)CNC(=O)Cc1cccc2ccccc12)c1ccc(S(N)(=O)=O)cc1 (centres undefined),-2,2,1.5,3,-1.1,-2,-3,-0.3,-4,i
Clc1ccc(OCCSc2ncccn2)c2ccccc12,-13,-3,0.4,-4,3.1,-9,-3,-0.4,1,i
CN(CC(=O)NCc1ccccc1Cl)CC(=O)Nc1cccc(F)c1,-4,1,1.1,9,0.7,2,0,0.7,7,i
CCOC(=O)C(C)n1cnc2c(nnn2-c2ccc(F)cc2)c1=O (centres undefined),-9,4,-0.9,1,-1.8,-1,1,-0.6,-1,i
O=c1c2c3c(sc2nc2sc(CN4CCOCC4)cn12)CCCC3,3,-4,-0.3,-5,1.4,1,2,-1.1,-1,i
COc1ccc(CC(=O)N/N=C/C=C/c2cccc([N+](=O)[O-])c2)cc1OC,3,-35,4.1,2,0.7,1,-6,-0.4,1,i
